PABP1 MLLE inh = blocks PAM2 peptide binding to the PABP1 MLLE domain; inhibition, % at 20 µM; AID 588489; actives 0.36% (n = 360,000); GST-MLLE / FITC-PAM2 fluorescence polarization; P11940; in the data active = inhibition above about 35%, passing the limit was not always enough;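 note: plate controls were DMSO wells with GST-MLLE for no effect and wells lacking GST-MLLE protein for full effect; some results filed as inactive read as strong as hits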
Target sequence (P11940 whole entry, looked up, the tested form may be a part): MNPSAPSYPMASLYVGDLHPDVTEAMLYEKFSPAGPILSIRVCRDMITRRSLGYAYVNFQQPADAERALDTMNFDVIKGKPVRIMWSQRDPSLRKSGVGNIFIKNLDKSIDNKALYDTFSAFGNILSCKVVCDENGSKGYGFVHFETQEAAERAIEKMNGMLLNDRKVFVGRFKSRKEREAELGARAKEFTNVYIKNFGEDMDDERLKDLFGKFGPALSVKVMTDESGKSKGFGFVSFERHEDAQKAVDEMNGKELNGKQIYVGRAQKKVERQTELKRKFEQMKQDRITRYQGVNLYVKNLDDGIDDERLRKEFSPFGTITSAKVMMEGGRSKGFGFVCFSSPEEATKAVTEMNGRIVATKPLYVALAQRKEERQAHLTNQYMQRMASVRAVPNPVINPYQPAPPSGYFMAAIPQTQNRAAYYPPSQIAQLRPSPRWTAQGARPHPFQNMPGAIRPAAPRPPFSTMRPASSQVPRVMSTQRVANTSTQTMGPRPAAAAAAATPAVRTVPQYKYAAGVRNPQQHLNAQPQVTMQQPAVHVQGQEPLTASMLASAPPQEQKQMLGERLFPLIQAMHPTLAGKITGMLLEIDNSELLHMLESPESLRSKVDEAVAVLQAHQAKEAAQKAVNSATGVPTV
Scp1 inh = Scp-1 (human) phosphatase inhibition; Q9GZU7; Recombinant Scp1, phosphopeptide, malachite green phosphate absorbance; inhibition, % at 20 µM; actives 0.88% (n = 340,000);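 active = inhibition above about 50% at 20 µM, limit read from the data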;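 note: plate controls were DMSO wells with enzyme for no effect and wells lacking enzyme for full effect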
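System: SCP-1 catalytic domain; Reagent: Phospho 17-mer peptide substrate; Doses: one concentration, 20 µM, with 1.0% DMSO; Incubation: 45 min room-temperature reaction, 5 min colour, 30 min stabiliser; Signal: Phosphate-binding colour reagent, absorbance read at 630 nm.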
Rpn11 block = inhibitors of human proteasome Rpn11 | O00487 | human 26S proteasome, Ub4-pepOG fluorescence polarization; 20S core pre-blocked with epoxomicin | calls only at 20 µM | actives 0.59% (n = 360,000) | AID 588493;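 active = inhibition at 20 µM, scaled to each plate's controls, above about 33%, limit read from the data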
Target sequence (O00487 whole entry, looked up): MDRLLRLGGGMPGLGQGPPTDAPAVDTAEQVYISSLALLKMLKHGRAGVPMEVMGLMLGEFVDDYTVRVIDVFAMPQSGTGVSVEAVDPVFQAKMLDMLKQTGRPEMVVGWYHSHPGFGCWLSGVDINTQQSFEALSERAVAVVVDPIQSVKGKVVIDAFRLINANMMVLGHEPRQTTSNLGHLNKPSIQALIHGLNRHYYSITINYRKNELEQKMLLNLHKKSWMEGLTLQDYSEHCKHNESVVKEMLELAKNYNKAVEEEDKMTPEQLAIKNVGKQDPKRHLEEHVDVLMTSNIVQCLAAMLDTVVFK
SUMO1-SIM PPI = SUMO1-SIM interaction modulation; P63165; SUMO1 binding to a labelled peptide, TR-FRET, 1 h; inhibition, % at 20 µM; actives 0.33% (n = 360,000); AID 602429; in the data active = inhibition above about 37%
Target sequence (P63165 whole entry, looked up): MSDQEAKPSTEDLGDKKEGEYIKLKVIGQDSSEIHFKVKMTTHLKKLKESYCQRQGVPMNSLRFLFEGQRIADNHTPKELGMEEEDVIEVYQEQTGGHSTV
STEP block = inhibitors of human striatal-enriched phosphatase STEP | inhibition, % at 20 µM | actives 0.25% (n = 360,000) | AID 588621 | P54829 | recombinant STEP, OMFP fluorogenic substrate, fluorescence;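 active = inhibition at 20 µM, scaled per plate between control wells, above about 37%, limit read from the data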;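 note: 0% = DMSO with enzyme and substrate and 100% = substrate only without enzyme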
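material = STEP tyrosine phosphatase | reagent = fluorogenic phosphatase substrate OMFP at 25 µM final | doses = single compound dose of 20 µM, 1% DMSO final | schedule = 20 min reaction, room temperature, in the dark | measured by = fluorescence, 480/540 nm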
TbMetRS inhib = blocks T. brucei methionyl-tRNA synthetase activity | purified T. brucei MetRS, ATP depletion, Kinase-Glo luminescence | inhibition, % at 11.9 µM | actives 0.4% (n = 360,000) | AID 624268;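 active = inhibition above a per-plate cutoff of the control wells' mean inhibition plus 3 SD, cut at about 5.5% in these data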;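 note: 0% = DMSO wells median and 100% = median of wells with control inhibitor compound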
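Material: T. brucei methionyl-tRNA synthetase, purified; reagent: substrates ATP, L-methionine and bulk Escherichia coli tRNA; dosing: 11.9 µM single point; timing: 15 min plus 2 h at 25 °C; detection: luminescence of leftover ATP; evaluation: % inhibition; control set: DMSO-only wells as low control; replicates: singlicate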
LMPTP block = blocks human LMPTP phosphatase; P24666; recombinant LMPTP-A, OMFP fluorogenic substrate, fluorescence intensity; inhibition, % at 20 µM; actives 0.22% (n = 360,000);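 active = compounds that cut the enzyme signal by at least half of the control window in the single-dose screen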;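 note: plate controls were DMSO wells with enzyme plus substrate for no effect and substrate without enzyme for full effect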
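material = LMPTP-A | quantity = 0.625 nM enzyme | reagent = OMFP substrate, 400 µM final | buffer or medium = Bis-Tris pH 6.0, DTT, detergent | detection = endpoint fluorescence intensity from OMFP dephosphorylation | dosing = single 20 µM dose | read-out basis = % inhibition relative to no-enzyme and uninhibited control wells | control set = no-enzyme and uninhibited controls | timing = 50 min at room temperature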
CSN deneddyl inh = blocks human CSN-mediated cullin deneddylation; Q92905; Purified CSN, SCF-Nedd8-OG deneddylation, fluorescence polarization; inhibition, % at 12.5 µM; actives 0.38% (n = 360,000); AID 651999;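 active = pattern-corrected inhibition above about 35%, with an unprinted fluorescence ratio check between 0.5 and 1.5, limit read from the data, passing the limit was not always enough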;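 note: 0% = enzyme with substrate and 100% = substrate without enzyme; some results filed as inactive read as strong as hits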
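Detection – fluorescence polarization · System – HEK293T-derived human Csn5 enzyme · Controls – substrate-only high control, full reaction low control · Timing – 90 min, room temperature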
DNMT1 block = DNMT1 (human) enzyme inhibition | P26358 | DNMT1 molecular beacon, Hinp1I cleavage, fluorescence | inhibition (reported as % activation of signal), % at 10 µM | actives 0.83% (n = 360,000) | AID 588458; in the data active = inhibition above about 50%
NadD block = blocks S. aureus nicotinate mononucleotide adenylyltransferase; purified NadD enzyme, colorimetric absorbance read-out; inhibition, % at 20 µM; actives 0.78% (n = 360,000); AID 602399; in the data active = inhibition above about 26%; note: some compounds past the cut are filed as inactive
* marks the source's active call; other numbers are inactive results; i = inactive; / = no result given.

molecule	PABP1 MLLE inh	Scp1 inh	Rpn11 block	SUMO1-SIM PPI	STEP block	TbMetRS inhib	LMPTP block	CSN deneddyl inh	DNMT1 block	NadD block
O=C1COc2ccc(C(=O)CSc3nnnn3-c3ccccc3)cc2N1	-53	3	i	0	-2	1.1	3.3	4	-3	0
CN(CC(=O)Nc1ccc(Cl)c(C(F)(F)F)c1)C(=O)C1CC(=O)N(C2CCCC2)C1 (stereo not drawn)	-72	10	i	-2	0	2.3	0.0	3	-3	12
O=C(NC1=NCCS1)c1ccccc1OCc1ccccc1Cl	13	3	i	2	1	-1.1	1.0	6	8	-1
Cn1ccc(C(=O)Nc2ccc3c(c2)OCCO3)n1	4	-2	i	10	-2	-0.7	-0.3	-2	-1	-3
CCCc1nnc(SCC(=O)NC2CC2)n1C	9	-3	i	5	-3	-0.6	-0.9	0	2	-1
COc1ccc(CN2CCC(C(=O)NCCc3ccc(OC)c(OC)c3)CC2)c(OC)c1	1	6	i	0	-1	-0.6	-1.0	1	4	-3
C#CCNC(=O)C1=C[C@@H](c2cn(C(C)=O)c3ccccc23)C[C@@H](OCCCCO)O1	1	-4	i	-7	-1	-0.3	-1.1	1	-5	1
O=C1CCC(C2CCc3cc(O)ccc3C2)C1 (stereo not drawn)	-11	-3	i	2	-2	-0.2	-1.3	-1	-1	0
COc1ccccc1-c1cc(C(=O)NC2CCCC2)no1	-12	-6	i	0	-2	-0.3	0.1	0	0	-5
Cc1ccccc1OCC(=O)NNC(=O)C1CC(=O)N(c2ccc3c(c2)OCCO3)C1 (stereo not drawn)	5	5	i	0	-3	0.6	-0.2	-2	4	1
CC(C)(C)c1ccc(NC(=O)Nc2ccc(OCC(=O)N3CCOCC3)cc2)cc1	-5	-7	i	-1	2	-0.8	0.8	2	2	-1
c1ccc(-c2csc(-c3cccnc3)n2)cc1	2	-7	i	-21	-3	-0.7	-1.0	-1	2	-5
O=S(=O)(Cc1ccc(Cl)cc1)Nc1ccc(Cl)cn1	-14	-3	i	2	-1	0.5	0.0	-2	-1	4
CCOc1cc(N2CCOCC2)c(OCC)cc1NC(=O)CN1C(=O)NC(Cc2ccccc2)C1=O (stereo not drawn)	-17	9	i	-1	-2	0.4	-0.2	5	-3	-2
CC(C)C1C(=O)CC(c2ccccc2)NC1c1ccccc1 (stereo not drawn)	8	-9	i	1	-3	-0.6	-0.4	1	3	-4
CCO[C@H]1OC(C(=O)N2CCN(C)CC2)=C[C@@H](c2ccc(C(F)(F)F)cc2)[C@@H]1CCCO	1	0	i	4	-1	-0.1	-1.0	5	4	1
COc1cc(NS(=O)(=O)c2ccc(NC(=O)COc3ccc(C)cc3C)cc2)nc(OC)n1	17	-6	i	7	0	0.5	0.8	7	1	0
CCC(=O)Nc1ccc(/C(C)=N/NC(=O)c2c(-c3ccccc3Cl)noc2C)cc1	-2	-6	i	1	-3	-0.5	-5.6	-4	-1	2
CC(C)C(=O)Nc1cccc(C(=O)Nc2cc([N+](=O)[O-])ccc2Cl)c1	1	-1	i	-24	0	-1.1	0.5	-2	-1	-1
C=CCN1C=C2C(=O)C(C)(OC(=O)CCC(=O)OC)C(=O)C=C2C=C1C1CC1 (stereo not drawn)	40	-8	i	-11	-1	-0.3	2.3	-2	-10	3

Copied from above for reference:
molecule	PABP1 MLLE inh	Scp1 inh	Rpn11 block	SUMO1-SIM PPI	STEP block	TbMetRS inhib	LMPTP block	CSN deneddyl inh	DNMT1 block	NadD block
O=C1COc2ccc(C(=O)CSc3nnnn3-c3ccccc3)cc2N1	-53	3	i	0	-2	1.1	3.3	4	-3	0
CN(CC(=O)Nc1ccc(Cl)c(C(F)(F)F)c1)C(=O)C1CC(=O)N(C2CCCC2)C1 (stereo not drawn)	-72	10	i	-2	0	2.3	0.0	3	-3	12
O=C(NC1=NCCS1)c1ccccc1OCc1ccccc1Cl	13	3	i	2	1	-1.1	1.0	6	8	-1
Cn1ccc(C(=O)Nc2ccc3c(c2)OCCO3)n1	4	-2	i	10	-2	-0.7	-0.3	-2	-1	-3

Remaining list, next part:
molecule	PABP1 MLLE inh	Scp1 inh	Rpn11 block	SUMO1-SIM PPI	STEP block	TbMetRS inhib	LMPTP block	CSN deneddyl inh	DNMT1 block	NadD block
COc1ccccc1NS(=O)(=O)c1cc(NC(=O)C(C)NC(N)=O)ccc1N1CCCC1 (stereo not drawn)	37	5	i	-16	21	-0.6	0.1	1	-22	4
c1cncc(-c2cccnc2)c1	-1	-4	i	-2	-3	-0.4	-2.2	1	2	2
CCOc1ccc2c(c1)C(=O)C(=O)N2CC1COc2ccccc2O1 (stereo not drawn)	-21	-7	i	-10	2	-0.8	4.6	1	-1	-5
COc1ccc(NC(=O)Cn2cc(S(=O)(=O)Cc3ccccc3)c3ccccc32)c(OC)c1	-4	-6	i	-3	-3	-0.6	1.1	2	-13	0
O=c1[nH]c(Nc2ccccc2)cc2ccccc12	14	-10	i	29	8	8.1*	12	24	44	-2
C[C@H](CO)N1C[C@H](C)[C@@H](CN(C)C(=O)Nc2ccc(C(F)(F)F)cc2)Oc2c(NC(=O)C3CCCCC3)cccc2C1=O	3	-4	i	3	-3	-0.3	1.2	0	-4	2
CCCCN(C(=O)c1ccccc1Br)C(c1ccc(OC)cc1)c1nc2ccccc2[nH]1 (stereo not drawn)	-2	/	i	5	2	-0.6	0.1	3	-2	1
COc1ccc(N(CC(=O)Nc2cccc(C(C)=O)c2)S(C)(=O)=O)cc1OC	-6	0	i	-1	-4	-0.1	0.1	-2	-3	-5
CCc1cccc(OCC(=O)Nc2ccc(C(=O)O)cc2NC(=O)COc2cccc(CC)c2)c1	-3	-6	i	2	-1	-0.2	0.7	2	0	9
Cc1ccc(CNC(=O)C2CCC(=O)N(CCc3ccc(Cl)cc3)C2)cc1 (stereo not drawn)	-6	-6	i	-2	1	0.0	0.6	3	-1	-2
Cc1ccc(NC(=O)COC(=O)c2nn(-c3ccc(Cl)cc3)cc2O)cc1	5	-15	i	4	2	-0.3	-2.3	5	6	9
C=CC[C@H](CC(=O)NCCO)C(=O)NCCOC(=O)[C@@H](CC=C)CC(=O)OC(C)(C)C	8	0	i	3	2	0.3	-2.8	1	7	3
CCc1nc2ccc(C(=O)N(C)CCCN(C)C)cn2c1N(C=O)CCC(C)C	-1	/	i	0	-3	-0.2	-0.9	-1	1	0
O=C(c1cccnc1)N1CCN(S(=O)(=O)c2ccc(Cl)cc2)CC1	8	-4	i	0	4	-1.0	-0.7	-3	2	1
Cc1sc2ncnc(NCc3cccs3)c2c1C	-4	-5	i	0	4	0.1	-0.5	0	7	9
Cc1ccccc1NC(=S)N(Cc1ccccc1)Cc1cccnc1	-29	1	i	-4	2	-0.6	-1.0	-1	2	1
COc1ccc2cc(C#N)c(SCC(=O)N3CCCC3)nc2c1	5	-3	i	-9	-1	-0.5	0.0	2	7	4
CCc1ccc(NC(=O)C(=O)NCCN2CCN(C(=O)c3ccco3)CC2)cc1	-6	1	i	7	0	-0.5	-0.3	-3	-6	6
CCOc1ccccc1NC(=O)Nc1cnccn1	17	-8	i	1	-1	-0.7	-1.7	1	5	5
CCN1C(=O)[C@H]2[C@@H](c3ccc(-c4cc(C(C)=O)cs4)cc3)N3CCC[C@@]3(C(=O)OC)[C@H]2C1=O	1	0	i	-30	-1	0.5	1.1	-1	-3	4

molecule	PABP1 MLLE inh	Scp1 inh	Rpn11 block	SUMO1-SIM PPI	STEP block	TbMetRS inhib	LMPTP block	CSN deneddyl inh	DNMT1 block	NadD block
CCCNC(=O)CN1C(=O)NC(CCSC)C1=O (stereo not drawn)	-1	-11	i	1	-4	-0.3	0.2	2	0	-9
COc1ccc(OC)c(NC(=O)C(=O)NCc2ccncc2)c1	3	-4	i	3	0	-0.5	-1.2	-2	0	-5
Cc1nc2sc(C(c3cccc(F)c3)N3CCOCC3)c(O)n2n1 (stereo not drawn)	2	11	i	2	-4	-1.4	-0.6	-2	4	0
NC(=O)c1ccsc1NC(=O)COC(=O)/C=C/c1ccccc1	10	-7	i	-5	-1	0.0	5.4	1	-15	3
CC1Cc2ccccc2N1C(=O)Cc1cccs1 (stereo not drawn)	1	3	i	-1	-4	-1.0	-0.5	1	0	-3
CCOC(=O)c1[nH]c2ccccc2c1NC(=O)C(CC)CC	-15	-6	i	-8	2	0.1	-0.6	7	4	9
COc1ccc(C2=NO[C@@H]3[C@@H]4C[C@@H]([C@H]5C(=O)N(c6ccc7c(c6)OCO7)C(=O)[C@@H]45)[C@H]23)cc1OC	9	-10	i	0	-4	0.7	-1.2	-7	-2	1
Cc1ccc(-n2c(SCC(=O)Nc3ccc4cn[nH]c4c3)nnc2-c2ccco2)cc1	-48	0	i	-2	-3	-0.4	-0.6	6	-3	9
COc1ccc(/C=C/C(=O)OCC(=O)c2c(C)[nH]c3ccccc23)cc1OC	-20	-7	i	-1	0	-0.6	-1.0	-1	-3	-3
CCN(CC)Cc1ccc(OC)c(Cl)c1	-9	-9	i	-7	-3	-0.1	-3.2	1	0	4
CCN(CC)CCNC(=S)NC(=O)c1cn(-c2ccccc2)nc1-c1ccc(OC)cc1	30	5	i	-3	3	-0.9	-2.4	-3	-2	1
COc1ccc(C(=O)NCCn2cc(SCC(=O)NCC3CCCO3)c3ccccc32)cc1OC (stereo not drawn)	8	-5	i	1	3	-0.1	0.1	3	-5	-7
CCC(=O)Nc1c(-c2ccc(C)cc2)nc2ccc(C)cn12	-6	2	i	2	4	-1.1	-1.7	-1	0	-2
Cc1scc(C(=O)NNC(=O)CCC(=O)O)c1C	-27	1	i	5	-3	-0.4	-0.4	8	0	5
O=C(O)COc1ccc(C(=O)Cc2ccc3c(c2)OCCCO3)c(O)c1	-1	-13	i	1	-2	0.0	-0.4	2	3	3
Cc1ccc(C)c(NC(=O)CSc2nc3ccc(N4C(=O)c5ccccc5C4=O)cc3s2)c1	-153	-2	i	-5	2	0.0	8.4	1	25	25
CCc1ccccc1NC(=S)N(Cc1cccs1)C1CCCC1	-35	-7	i	-1	2	-0.4	-0.9	6	2	-2
CCc1c(-c2n[nH]c(=S)n2Cc2ccccc2)csc1C	-9	-7	i	-1	-2	-0.4	-0.3	-7	2	5
